PKM2 activator = qHTS Assay for Activators of Human Muscle isoform 2 Pyruvate Kinase. Pyruvate kinase PKM (Homo sapiens), P14618. actives 0.34% (n = 260,000). Potency, µM (titrated, usually from 57.5 µM), without a hit: top-dose activation, most hits filed as activators. purified PKM2, Kinase-Glo ATP luminescence, activation; response scale: 0% is enzyme alone, no compound; also: potency is read from the fitted curve at half-maximal effect; % is scaled to controls: 0 for no effect and ±100 for the full control effect; nearly all actives have a fitted effect of over 55% in size
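Purified hPK-M2 (>95%) run at intermediate activity with 0.1 mM ADP and 0.5 mM PEP in 50 mM imidazole pH 7.2, KCl, MgCl2; 1 h room temperature. ATP formed read by Kinase-Glo luminescence; normalized to uninhibited and no-enzyme controls.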
ASM inhibitor = Inhibitors of Secretory Acid Sphingomyelinase (S-ASM): qHTS. placental ASM, HMU-PC fluorogenic substrate, 60 min. Potency, µM (titrated, usually from 57.5 µM), for the others: at the highest dose activity change, negative = inhibition, usual class: inhibitors. actives 0.006% (n = 340,000). AID 504937, 2011; also: potency is read from the fitted curve at half-maximal effect
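Steps: dispense placental human ASM, pin compound, wait 10 min at room temperature, add HMU-PC0 substrate at 9 uM final, incubate 60 min at 37 °C, add stop solution raising pH to 10, read fluorescence.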
TSG101-PTAP inh = qHTS Assay for Iinhibitors of HIV-1 Budding by Blocking the Interaction of PTAP/TSG101; 340,000 tested, under 10 active; Potency, µM (doses to about 115 µM), inactives show top-dose activity change, negative = inhibition, most hits filed as inhibitors; AID 493005, 2010; Fluorescence polarization, FITC-PTAP peptide / Tsg101 binding; Tumor susceptibility gene 101 protein (Homo sapiens), Q99816; active = well fitted inhibition curve with a large enough effect in the main read-out, with a control signal flat, not every such curve was filed as active; inconclusive = small, poorly fitted or top-dose-only effect, or effect the other way, or a change in a side signal; inactive = no such curve, though single readings can be large or run the other way; also: potency is read from the fitted curve at half-maximal effect; % of control where 0% means no effect
Target sequence (Q99816 whole entry, looked up): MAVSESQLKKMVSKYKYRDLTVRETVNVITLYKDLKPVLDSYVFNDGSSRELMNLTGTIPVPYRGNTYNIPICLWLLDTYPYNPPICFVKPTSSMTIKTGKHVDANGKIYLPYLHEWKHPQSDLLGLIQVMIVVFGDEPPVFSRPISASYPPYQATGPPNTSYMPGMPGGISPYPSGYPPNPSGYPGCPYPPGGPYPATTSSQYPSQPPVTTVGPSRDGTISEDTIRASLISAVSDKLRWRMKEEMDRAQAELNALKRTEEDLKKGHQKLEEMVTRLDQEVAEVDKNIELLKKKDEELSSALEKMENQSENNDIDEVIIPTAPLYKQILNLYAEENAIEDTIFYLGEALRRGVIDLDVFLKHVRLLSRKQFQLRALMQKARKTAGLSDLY
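Compounds were pin-transferred onto Tsg101 binding domain (10 uM final) in HEPES pH 7.5 buffer, then FITC-PTAP peptide was added at 50 nM final. After 20 min at RT, polarization reported peptide displacement across a qHTS concentration series.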
FBPA coupling cs = qHTS Assay for Inhibitors of Fructose-1,6-bisphosphate Aldolase from Giardia Lamblia: Coupling assay counterscreen; activity change, negative = inhibition, % at 58.2 µM, hits read low; AID 2472, 2010; actives 0.67% (n = 290,000); coupling enzyme system counterscreen, AmpLite Red fluorescence; in the data active = activity change below about -30%; also: % is scaled to controls: 0 for no effect and ±100 for the full control effect
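Coupling enzymes only (glyceraldehyde-3-phosphate) + compound, at 57.5 uM final, 10 min RT; add substrate/coupling/AmpLite Red mix, 20 min RT; fluorescence ex 525/em 598 nm. Actives flag coupling-system interference.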
Giardia killer = Small Molecules that selectively kill Giardia lamblia: qHTS. activity change, % at 7.66 µM, hits read low. Giardia lamblia trophozoite viability. actives 0.15% (n = 340,000). AID 540267, 2011; in the data active = activity change below about -80%; inconclusive = between about -30% and that limit;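 also: parasites exposed to compound for two days anaerobically before the ATP read; % is scaled to controls: 0 for no effect and ±100 for the full control effect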
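Luminescent ATP signal served as the viability read-out, measured 15-30 min after adding ATP detection reagent to trophozoites that had been incubated with compounds for 48 hrs at 37 deg C anaerobically at 100 cells/well.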
Tb PFK inh = qHTS Assay to Find Inhibitors of T. brucei phosphofructokinase; ATP-dependent 6-phosphofructokinase (Trypanosoma brucei brucei), O15648; T. brucei PFK, ADP-Glo luminescence; Potency, µM (titrated, usually from 57.5 µM), without a hit: at the top dose activity, negative = inhibition, actives largely listed as inhibitors; actives 0.17% (n = 330,000); AID 485367, 2010;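 also: potency is read from the fitted curve at half-maximal effect; 0% = uninhibited 1x PFK enzyme wells and -100% = no-enzyme wells; nearly all actives have a fitted effect of over 60% in size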
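In TEA buffer at pH 8.0 with 5 mM MgCl2, enzyme (1.25 nM) converted F6P (0.5 mM) and ATP (0.1 mM) for 45 min at room temperature. ADP product was read by luciferase luminescence.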
GALK inh = qHTS Assay for Inhibitors of Human Galactokinase (GALK); P51570; Purified GALK, Kinase-Glo residual ATP luminescence; Potency, µM (series often up to 57.5 µM), without a hit: top-dose activity change, negative = inhibition, most hits filed as inhibitors; actives 0.007% (n = 270,000); AID 1868, 2009; also: potency is read from the fitted curve at half-maximal effect; % is scaled to controls: 0 for no effect and ±100 for the full control effect
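ATP-depletion format; final 35 uM ATP, 100 uM D-galactose, 5 nM enzyme; pH 8.0 HEPES/Mg2+ buffer; 60 min RT; luminescence read 10 min after detection reagent.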
B2AR arrestin = qHTS assay of beta-arrestin-biased ligands of beta2-adrenergic receptor | beta-arrestin recruitment to beta2AR, cell-based reporter | Potency, µM (titrated, usually from 46.1 µM), for the others: at the top dose activation, most hits filed as activators | actives 0.02% (n = 330,000);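 also: potency is read from the fitted curve at half-maximal effect; 0% = DMSO controls and full agonism = EC100 isoproterenol or metaproterenol; nearly all actives have a fitted effect of over 65% in size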
Target sequence (P07550 whole entry, looked up): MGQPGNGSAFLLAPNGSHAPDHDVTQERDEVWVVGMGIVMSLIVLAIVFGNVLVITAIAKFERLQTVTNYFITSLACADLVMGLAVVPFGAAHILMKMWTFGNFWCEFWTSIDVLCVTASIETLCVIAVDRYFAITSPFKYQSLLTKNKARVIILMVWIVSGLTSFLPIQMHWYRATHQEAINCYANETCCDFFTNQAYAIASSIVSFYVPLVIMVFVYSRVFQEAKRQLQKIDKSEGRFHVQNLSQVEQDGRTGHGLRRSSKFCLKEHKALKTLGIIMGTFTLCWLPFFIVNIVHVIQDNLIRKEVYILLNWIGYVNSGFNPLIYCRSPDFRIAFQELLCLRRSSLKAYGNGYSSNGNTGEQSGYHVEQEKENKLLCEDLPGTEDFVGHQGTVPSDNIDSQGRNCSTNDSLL
Menin-MLL TR inh = qHTS Assay for Inhibitors Targeting the Menin-MLL Interaction in MLL Related Leukemias: Competition With Texas Red Labeled MLL-derived Mutant Peptide; O00255; Menin + Texas Red MLL mutant peptide, fluorescence polarization; Potency, µM (titrated, usually from 61.6 µM), for the others: at the top dose FP activity change, negative = inhibition, most hits filed as inhibitors; actives 0.23% (n = 270,000); AID 1768, 2009; active = well fitted inhibition curve with a large enough effect in the polarisation, with a control signal flat, not every such curve was filed as active; inconclusive = small, poorly fitted or top-dose-only effect, or effect the other way, or a change in a side signal; inactive = no such curve, though single readings can be large or run the other way; the % refers to the polarisation; also: potency is read from the fitted curve at half-maximal effect; % of control where 0% means no effect; many of its hits are not listed in these tables
Integrin act MD = qHTS for Activators of Integrin-Mediated Alleviation for Muscular Dystrophy. alpha7betagal myoblasts, beta-gal FDG fluorescence, 48 h. Potency, µM (titrated, usually from 38.3 µM), for the others: at the highest dose activation, most hits filed as activators. actives 0.064% (n = 350,000). AID 624291, 2012;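 also: potency is read from the fitted curve at half-maximal effect; 100% = response of the positive control SU9516; nearly all actives have a fitted effect of over 60% in size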
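Alpha7betagal+/- myoblasts (passage 13) were plated 16-24 hr, then exposed to compounds (1:260 dilution of DMSO stock) for 48 hours at 37C. After MPER lysis, β-galactosidase reporter activity was read as FDG fluorescence (ex 480/em 540) after 30 minutes.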
Chronic BCR inh = qHTS Assay to Find Inhibitors of Chronic Active B-Cell Receptor Signaling; ABC-DLBCL IkBa-CBG/CBR reporter, luminescence ratio, 4 h; Potency, µM (titrated, usually from 46.1 µM), for the others: top-dose ratio change, negative = lower green/red ratio, hits mostly inhibitors; actives 0.05% (n = 340,000); active = well fitted inhibition curve with a large enough effect in the signal ratio, with a control signal flat, not every such curve was filed as active; inconclusive = small, poorly fitted or top-dose-only effect, or effect the other way, or a change in a side signal; the % refers to the signal ratio;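 also: potency is read from the fitted curve at half-maximal effect; plate controls were basal doxycycline-induced cells for no effect and cells given 10 µM MG132 for full effect; MG132 reads +100%, hits lower the ratio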
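TMD8 ABC-DLBCL cells carrying doxycycline-inducible green luciferase fused to IkappaBalpha plus unfused red luciferase were exposed to compounds (up to 46 uM) for 4 hrs at 37C. Activity came from the overlap-corrected green/red luminescence ratio.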
* hit, by the source's call; ? = inconclusive; . = no result given; [ ] = another dose, or the depositor's remark. Unless noted, calls follow the shape of the dose curve; as a rule, active = well fitted curve in the direction sought with a large enough effect; inconclusive = small, poorly fitted or top-dose-only effect, or another doubt; inactive = no such curve, though single readings can be large; an effect the other way counts as inactive or inconclusive.

SMILES	PKM2 activator	ASM inhibitor	TSG101-PTAP inh	FBPA coupling cs	Giardia killer	Tb PFK inh	GALK inh	B2AR arrestin	Menin-MLL TR inh	Integrin act MD	Chronic BCR inh
CCC(Oc1ccccc1)C(=O)Nc1cc(Cl)ccc1-n1cncn1 (stereo unspecified)	.	-3%	-3%	.	22	-5%	.	-0.2%	.	-13%	1%
Cc1cccc(-c2noc(CNS(=O)(=O)c3ccccc3)n2)c1	-1%	-1%	-1%	-1	11	-14%	0%	-0.8%	-5%	13%	1%
CCCCn1c(N)c(N(CCOC)C(=O)c2ccc(-c3cccc(C(F)(F)F)c3)o2)c(=O)[nH]c1=O	.	35%[activator]	-4%	.	8	3%	.	-0.2%	.	20%	-12%
CC(=O)N1N=C(c2ccncc2)OC12CCCC2	2%	2%	-1%	1	-5	4%	-2%	0.0%	.	17%	?
O=C(NC1CC1)C1=C[C@H](c2csc3ccccc23)C[C@H](OCc2ccc(CO)cc2)O1	5%	-3%	-4%	0	-1	1%	-4%	-0.3%	.	2%	?
COc1cc(OC)c2c(-c3cccc(-c4ccoc4)c3)cc(=O)oc2c1	.	-8%	-3%	.	-14	-1%	.	-0.3%	.	-27%	?
O=C(COC(=O)CCC(=O)c1cccs1)NC1CC1	1%	4%	-1%	0	-14	-4%	5%	0.0%	-1%	6%	7%
CCC(=O)Nc1nnc(S(=O)(=O)N2c3ccccc3CC2C)s1 (stereo unspecified)	0%	0%	-5%	3	4	0%	.	-1.2%	14%	11%	0%
CC1CCN(C(=O)c2ccc3c(Cl)c4c(nc3c2)CCCC4)CC1	0%	-4%	1%	1	-4	0%	0%	0.0%	-12%	9%	?
CC(=O)c1cc2c(cc1NC(=O)c1cccc(S(=O)(=O)N3CCN(C)CC3)c1)OCO2	-2%	18%	1%	-2	1	8%	-1%	-0.3%	-1%	?	2%
COc1ccc(NC(C)=O)cc1S(=O)(=O)NC(Cc1ccccc1)C(=O)NCc1ccccc1C (stereo unspecified)	2%	-1%	-1%	1	-14	-7%	-2%	0.1%	-2%	?	-6%
C/C(CC(=O)Nc1cccnc1)=N\NC(=O)c1ccc([N+](=O)[O-])c(Cl)c1	-23%	6%	-1%	1	1	3%	0%	-0.9%	0%	24%	3%
C/C(=N/Nc1cc(-c2ccccc2)nc(-c2ccccc2)n1)c1ccc(O)cc1	2%	-2%	-4%	-5	20	-4%	0%	2.4%	?	-59%[inhibitor]	?
CCOC(=O)CCCCC(=O)c1[nH]c(=O)[nH]c1C[n+]1ccc(C)cc1	0%	0%	0%	6	3	-1%	-1%	-0.2%	-9%	13%	7%
Cc1cccc(NC2=NC(C)(C)N=C(N)N2)c1C	-3%	-2%	-3%	0	2	0%	0%	-0.3%	-3%	16%	3%
O=C(Cn1ccc(=O)[nH]c1=O)Nc1ccc(C(=O)O)c(O)c1	10%	2%	-7%	1	30[activator]	1%	.	0.0%	?	4%	-6%
CCOP(=O)(c1ccc(N(C)C)cc1)C(O)c1ccc(OC)cc1 (stereo unspecified)	.	1%	1%	4	-18	1%	2%	0.4%	-21%	-12%	?
Cn1c(=O)[nH]c(=O)c2c1nc(Br)n2C/C=N/Nc1ccccc1	-3%	-3%	-3%	-1	1	-5%	-2%	0.0%	-23%	-29%	-27%
O=C(/C=C\c1cn(-c2ccccc2)nc1-c1ccccc1)Nc1nccs1	4%	79%	-2%	2	-7	0%	0%	-0.5%	?	-18%	?
Cc1ccc(S(=O)(=O)/N=C(/Nc2c(C)n(C)n(-c3ccccc3)c2=O)c2ccc(Cl)cc2)cc1	-2%	0%	-4%	-1	-7	1%	-3%	2.0%	-6%	1%	1%
COc1ccc(S(=O)(=O)Nc2ccc(C)cc2)cc1OC	12%	-2%	-4%	7	12	-8%	2%	-0.2%	11%	22%	-7%
O=C(O)c1ccc(/C=N\Nc2ccc(S(=O)(=O)N3CCOCC3)cc2[N+](=O)[O-])cc1	-2%	-3%	-2%	18	4	0%	11%	0.3%	.	-12%	?
CC1CCC(NC(=O)COC(=O)CCC(=O)c2ccc(Cl)s2)CC1 (stereo unspecified)	.	-5%	-2%	.	-6	21%	.	-3.6%	.	-8%	-4%
COc1cccc(NC(=O)c2cnc[nH]2)c1	.	3%	-1%	2	8	-3%	5%	0.1%	5%	-24%	?
COc1ccc(-c2nc3ncccn3c2Br)cc1	-15%	175%[activator]	-8%	3	?	-2%	6%	-0.8%	1%	12%	2%
Going on with the list.
SMILES	PKM2 activator	ASM inhibitor	TSG101-PTAP inh	FBPA coupling cs	Giardia killer	Tb PFK inh	GALK inh	B2AR arrestin	Menin-MLL TR inh	Integrin act MD	Chronic BCR inh
CN(C(=O)c1ccc(S(=O)(=O)N2CCCCC2)cc1)C1CCS(=O)(=O)C1 (stereo unspecified)	.	3%	-1%	.	-2	-4%	.	0.2%	.	16%	-2%
COC(=O)CCC(=O)NNC(=O)c1ccc([N+](=O)[O-])cc1	-2%	0%	-8%	0	4	0%	0%	0.1%	5%	3%	?
CCCCNC(=O)OCCNC(=O)Oc1cccc(C)c1	6%	3%	-2%	2	7	3%	0%	0.4%	-15%	1%	-9%
CN(CC(=O)Nc1cccc2ccccc12)C(=O)c1cccc(S(=O)(=O)N(C)C)c1	-1%	-1%	-3%	1	-10	1%	1%	-0.2%	.	?	0%
COc1cc(C)ccc1OCC(=O)OCC(=O)c1ccc[nH]1	.	0%	1%	.	-7	6%	.	-2.4%	.	-29%	2%
Cc1c(Cl)cccc1NC(=S)NN	0%	0%	-1%	2	-20	-2%	0%	-0.4%	0%	-4%	?
COc1cccc(NC(=O)c2ccn(C)n2)c1	-1%	-1%	-2%	0	-8	-9%	1%	7.0%	?	-2%	-8%
O=C1CCCc2nc3c(cc21)C(O)Oc1ccccc1-3 (stereo unspecified)	1%	28%	-2%	0	-17	-1%	1%	3.1%	16%	19%	10%
COc1ccc(NC2CCCN(C(=O)c3cccnc3SC)C2)cc1OC (stereo unspecified)	.	-1%	-8%	.	29	-1%	5%	-0.8%	.	-10%	1%
CN1CCN(C(=O)CC2C(=O)NCCN2Cc2ccc(-c3ccccc3)cc2)CC1 (stereo unspecified)	-5%	-1%	-1%	-1	-11	-8%	10%	-1.3%	-3%	4%	5%
CCN(CCO)c1cc(Cl)nc(SC)n1	-7%	4%	-5%	0	-10	-1%	2%	-0.3%	-6%	0%	0%
C=CCn1c(-c2oc3nc(-c4ccccc4)cc(-c4ccccc4)c3c2N)n[nH]c1=S	5%	111%[activator]	5%	1	-3	-1%	.	-2.0%	6%	4%	-1%
Cc1c(C)n(Cc2ccc(Cl)cc2)c2ccc(C(=O)NCCCN3CCOCC3)cc12	.	-17%	-5%	1	9	-4%	0%	-0.7%	?	-28%	4%
Cc1ccc(NC(=S)N(CCCN2CCOCC2)Cc2ccccn2)cc1Cl	-14%	2%	0%	-1	-7	-1%	0%	-1.0%	1%	3%	-1%
O=C(Nc1nnc(C2CC2)s1)c1ccc(S(=O)(=O)c2ccccc2)cc1	0%	-2%	-7%	7	-11	5%[0.46 µM]	-2%	0.3%	?	27%	4%
C=CC(C)(O)CCC=C(C)C (stereo unspecified)	.	1%	-7%	1	1	6%	.	-0.2%	1%[24.8 µM]	-2%	0%
CC1CCN(c2ccccc2NC(=O)c2ccc(Br)o2)CC1	-7%	?	.	.	-15	2%	-5%	-0.6%	.	-35%[inhibitor]	8%
Cc1ccc(C(=O)NCc2ccc(N3CCN(C(=O)OC(C)(C)C)CC3)cc2)cc1	4%	1%	-1%	-2	-12	0%	-2%	-0.1%	?	-17%	1%
O=c1c2ccccc2c(C=Nc2cccc(O)c2)c(O)n1-c1ccc2c(c1)OCO2	2%	26%	-2%	-4	8	8%	-2%	-0.3%	?	-15%	?
CCSC1=NSC2=NC(=O)/C(=C\c3coc4ccccc4c3=O)C(=N)N12	7%	-18%	?	1	8	-1%	-18%	-1.8%	?	13%	?
c1csc(-c2nc(NCCCN3CCOCC3)c3ccccc3n2)c1	4%	2%	-3%	0	14	1%	5%	-0.2%	-1%	?	?

Assay outcomes from PubChem.

Only part of the results is shown; rates above refer to the full screens.
